Compound activity (PubChem BioAssay)
NTR1 agonist – NTR1-driven beta-arrestin-GFP spot formation – imaging, U2OS cells, high content, primary screen (AID 493036); P30989; agonist mode; activation, % at 20 µM; hit rate 0.17% among 330,000;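 active = activation at or above 40% of the spot to cytoplasm intensity ratio, with at least 20 cells analyzed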;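 note: 0% = DMSO without peptide and 100% = 100 nM NTR1 peptide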
Target sequence (P30989 whole entry, looked up): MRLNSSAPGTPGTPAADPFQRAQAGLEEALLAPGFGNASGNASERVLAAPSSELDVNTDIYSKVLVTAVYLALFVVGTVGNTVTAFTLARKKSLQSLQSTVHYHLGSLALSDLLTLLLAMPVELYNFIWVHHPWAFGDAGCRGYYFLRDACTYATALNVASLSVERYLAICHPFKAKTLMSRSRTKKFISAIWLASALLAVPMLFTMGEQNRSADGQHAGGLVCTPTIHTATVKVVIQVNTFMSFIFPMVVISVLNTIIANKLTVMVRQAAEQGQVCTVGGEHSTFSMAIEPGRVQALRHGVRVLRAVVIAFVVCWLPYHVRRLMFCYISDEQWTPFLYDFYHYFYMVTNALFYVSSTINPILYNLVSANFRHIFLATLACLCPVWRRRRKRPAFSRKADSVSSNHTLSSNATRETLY
West Nile virus CPE – West Nile virus antiviral activity, cell-based, CPE readout (AID 1621) | West Nile virus-infected cells, CPE inhibition; higher % means a stronger effect | one-dose CPE inhibition, % at 10 µM; IC50 in µM for titrated hits | hit rate 0.02% among 290,000; in the data active = a potency from the dose series; note: strong numbers were not always called active
RSV antiviral HEp-2 – inhibition of RSV-induced cytopathic effect – HEp-2 cells, primary 10 µM value included (AID 2391); HEp-2 cells, RSV-induced CPE inhibition; higher % means a stronger effect; CPE inhibition, % at 10 µM, or IC50 in µM where a hit was titrated; hit rate 0.13% among 310,000; in the data active = a potency from the dose series; note: strong numbers were not always called active
K1F lysis inhibition – protection from phage-mediated lysis, alamar blue read-out – E. coli UTI89, K1F phage, bacterial capsule biogenesis inhibitors (AID 488966) | inhibition, % at 100 µM; hits with a dose series show IC50 in µM | E. coli UTI89 K1F phage lysis, alamar blue, 2 h; higher % means a stronger effect | hit rate 0.02% among 340,000;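 active = phage lysis inhibition, versus mean bacterial control, above a set limit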;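 note: capsule biogenesis inhibitors block K1F phage lysis so surviving cells raise fluorescence; higher fluorescence means more inhibition of phage lysis; actives were called in the ten point dose series up to 300 µM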
T cell HTS – T cell immune modulation candidate; 2C CD8+ T cell-vesicle binding, flow cytometry; hits give low values; calls only at 7 µM; hit rate 0.068% among 330,000;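 active = response, share of CD8 T cells binding vesicles, and their 90th percentile fluorescence all below set limits, cut at about 80% in these data, passing the limit was not always enough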
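Assay system: 2C TCR transgenic mouse naive CD8+ T cells, MACS-purified | Read-out: CD8+ gate FL2 mean fluorescence as % of same-row positive control | Signal: High-throughput flow cytometry with anti-B7-1 and anti-CD8 staining | Timing: Binding step 1.5 h, 37 °C, antibody labelling 20 min, ice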
Salmonella PhoP GFP – inhibitors of PhoP regulon expression, primary screen, Salmonella Typhimurium, GFP reporter (AID 1863); S. Typhimurium PhoP-regulated promoter GFP reporter, 4 h; higher % means a stronger effect; inhibition, % at 50 µM, or IC50 in µM where a hit was titrated; hit rate 0.16% among 300,000;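 active = inhibition over 29.93%, a cutoff 3 SD above the screen mean, later confirmed by dose response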;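 note: 0% = low Mg2+ inducing control and 100% = high Mg2+ repressing control; strong numbers were not always called active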
Rac1 GTP hydrolysis – MgcRacGAP GTPase-activating activity inhibitors, confirmation, biochemical, ADP Hunter fluorescence; AID 624330; MgcRacGAP-stimulated Rac1 GTP hydrolysis, ADP Hunter fluorescence; higher % means a stronger effect; GST-tagged Rac1 F28L mutant substrate; inhibition, % at 30 µM, or IC50 in µM where a hit was titrated; hit rate 0.6% among 340,000;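 active = first-screen hits whose inhibition reached a set limit at any dose in the follow-up dose series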;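 note: fluorescence reports GDP produced by GAP-driven GTP hydrolysis; strong numbers were not always called active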
Dengue-2 NS5 capping – flavivirus cap methylation enzyme inhibition – biochemical, confirmation dose response, primary screen (AID 588689) | inhibition, % at 25 µM; hits with a dose series show IC50 in µM | hit rate 0.3% among 340,000 | Dengue-2 NS5 methyltransferase capping enzyme assay, biochemical; higher % means a stronger effect; in the data active = a potency from the dose series
Large T inhibition – SV40 large T antigen inhibitors, biochemical (AID 1903); hit rate 0.39% among 310,000; SV40 large T antigen ATPase/helicase inhibition assay; higher % means a stronger effect; inhibition, % at 20 µM, or IC50 in µM where a hit was titrated; in the data active = a potency from the dose series; note: strong numbers were not always called active
T cell HTS vesicle-bound % – second read-out of T cell HTS, no call of its own (marks repeat the call); double positive events, %; measured here: CD8+ vesicle-bound cell fraction;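 binding gate set so that unloaded-vesicle control wells show 10% double positive cells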
NTR1 agonist cell count 20 µM – recorded beside NTR1 agonist, whose call it bears; cell count; measured here: cell count, cytotoxicity flag
* marks the source's active call; other numbers are inactive results; i = inactive; . = not tested or not shown; [ ] = dose if it differs, or a comment.

| Structure | NTR1 agonist | NTR1 agonist cell count 20 µM | West Nile virus CPE | RSV antiviral HEp-2 | K1F lysis inhibition | T cell HTS | T cell HTS vesicle-bound % | Salmonella PhoP GFP | Rac1 GTP hydrolysis | Dengue-2 NS5 capping | Large T inhibition |
| --- | --- | --- | --- | --- | --- | --- | --- | --- | --- | --- | --- |
| CCCNc1nc(Nc2ccc(C)cc2)nc(N2CCCC2)n1 | 19.5 | 87 | 0.0% | 13.7% | 2.2% | i | 28.8 | 28.4% | 5.6% | -3.4% | -0.5% |
| CC(C)CN(C(=O)COC(=O)Cc1c[nH]c2ccccc12)C1CCS(=O)(=O)C1 (stereo not given) | 0.9 | 98 | 0.1% | 0.5% | 0.8% | i | 21.6 | -1.1% | 11.0% | 1.6% | 3.1% |
| COc1ccccc1N1CCN(C(=O)C2CC(=O)N(c3ccccc3)C2)CC1 (stereo not given) | -1.1 | 39 | -0.4% | 2.5% | 0.2% | i | 32.5 | -0.2% | 2.0% | -5.0% | 9.4% |
| CC1(c2nnc(Cc3ccccc3)o2)CC(c2ccc(Br)cc2)=NO1 (stereo not given) | -2.8 | 85 | -0.8% | 1.0% | 0.5% | i | 38.5 | . | -30.2% | -1.6% | -22.9% |
| CC(=O)Cc1cc(O)c2ccccc2c1OC(=O)c1ccc(Br)cc1 | 0.4 | 57 | -0.6% | -1.2% | 0.3% | i | 44.5 | -15.3% | 8.7% | 6.8% | 21.4% |
| Cc1ccc(/C=C2/SC(=S)N(c3ccc(S(=O)(=O)Nc4nccs4)cc3)C2=O)cc1 | 10.0 | 44 | 0.1% | 13.0% | -1.3% | i | 44.9 | 0.4% | -8.0% | 0.8% | 9.4% |
| OCCC1CN(CC#Cc2ccccc2)CCN1Cc1ccccc1F (stereo not given) | 1.2 | 65 | -0.4% | 1.3% | -2.2% | i | 55.3 | -3.6% | -5.8% | -15.9% | 17.5% |
| CC1CCCC(NC(=O)CSc2nnc(C(F)(F)F)n2C)C1C (stereo not given) | 0.1 | 45 | . | 1.6% | 0.2%[50 µM] | i | 45.7 | . | 7.9% | -4.8% | . |
| COC(=O)c1ccc(Cn2cnc3cnccc32)cc1 | 1.3 | 61 | 0.0% | 0.2% | 0.2% | i | 55.9 | -0.2% | 6.3% | -4.1% | 9.6% |
| Cc1cc(NS(=O)(=O)c2ccc(NC(=O)c3oc4ccccc4c3C)cc2)no1 | 0.5 | 71 | 0.0% | 0.5% | 0.0% | i | 24.6 | -11.3% | 9.6% | -2.0% | 7.8% |
| Cn1c(SCC(=O)Nc2ccccc2)nc2ccccc2c1=O | 0.6 | 63 | -1.1% | 1.8% | -0.3% | i | 56.0 | 4.1% | 3.1% | -15.1% | 31.4% |
| COc1ccc(C2C(C(=O)c3ccco3)=C(O)C(=O)N2CCOCCO)cc1OC (stereo not given) | 2.8 | 71 | 0.2% | -0.9% | 4.4% | i | 14.4 | -8.0% | 2.4% | -8.0% | 4.2% |
| CCCCCCc1cc2cc(C(=O)Nc3ccc(OC)cc3)c(=O)oc2cc1O | 1.3 | 46 | -0.9% | 12.6% | 1.9%[50 µM] | i | 38.7 | -5.6% | 10.0% | -2.5% | 12.2% |
| CC(NC(=O)C(CC(=O)OC(C)(C)C)NC(=O)OC(C)(C)C)C(N)=O (stereo not given) | -1.6 | 77 | 0.8% | 0.7% | 0.2% | i | 23.7 | 14.5% | 4.6% | -1.6% | -1.1% |
| O=C(c1sc2ccccc2c1Cl)N1CCN(CCc2ccccn2)CC1 | 2.0 | 79 | -0.2% | 1.5% | 0.0% | i | 6.9 | 0.5% | 0.6% | -4.5% | 9.4% |
| O=C(O)c1ccccc1C(=O)N1N=C2/C(=C/c3cccc([N+](=O)[O-])c3)CCCC2C1c1cccc([N+](=O)[O-])c1 (stereo not given) | 0.9 | 56 | -1.1% | 16.6% | -0.3% | i | 26.4 | 7.6% | 1.5% | 6.7% | 0.9% |
| COc1cccc(C(=O)NN2CC(O)=C(c3nc4ccccc4s3)C2=N)c1 | 0.8 | 48 | -0.8% | -0.1% | -0.8% | i | 47.0 | -5.0% | 5.2% | -0.7% | 3.2% |
| Cc1ccc(/C=C\c2nccc3c2[nH]c2ccccc23)cc1 | 4.0 | 65 | -1.3% | 56.0% | 0.8% | i | 10.5 | -8.4% | 12.1% | -0.7% | 6.3% |
| Cc1cccc(OCc2nnc(SC(C)C(=O)O)n2-c2ccccc2)c1 (stereo not given) | -1.3 | 65 | 0.9% | 1.1% | -0.5% | i | 48.8 | -5.5% | -14.4% | -8.9% | 17.7% |
| COc1ccc(Cl)cc1NC(=O)CN1CCC(n2nnc3cc(F)ccc32)CC1 | 1.3 | 94 | -1.0% | 6.0% | 0.9% | i | 36.4 | -3.4% | 6.1% | -7.8% | 3.5% |
| Fc1cccc(F)c1CN1CCN(c2ncccn2)CC1 | 2.3 | 67 | 0.1% | 0.8% | 0.9% | i | 8.9 | -4.5% | 5.1% | -5.6% | 2.7% |
| COC(=O)c1ccc(NC(=O)c2ccc(NS(=O)(=O)c3cccc4cccnc34)cc2)cc1 | -1.1 | 31 | -0.5% | -0.9% | -0.1% | i | 47.2 | 0.3% | 2.4% | -5.9% | 8.3% |
| CCOC(=O)c1ccc(NC(=O)C(=O)NCc2ccc(/C=C(/C#N)C(=O)NCCOC)o2)cc1 | -0.6 | 47 | . | 1.2% | 0.4% | i | 16.6 | 5.5% | 10.5% | 14.3% | 10.9% |
| CS(=O)(=O)N(CC(=O)N1CCN(c2ccccc2)CC1)c1cccc(Br)c1 | -0.2 | 80 | -1.4% | -0.7% | -0.1% | i | 51.1 | 9.7% | -0.7% | -4.9% | 1.4% |
| Cc1c(NC(=O)C(C)OC(=O)/C=C/c2ccco2)c(=O)n(-c2ccccc2)n1C (stereo not given) | 0.0 | 59 | 0.0% | 4.4% | 0.8% | i | 30.9 | 0.7% | -2.7% | -5.2% | 69.1% |
| CC(C)(C)OC(=O)N1CCC(c2c(C(=O)NC3CC3)cnn2-c2ccc(Cl)cc2)CC1 | 0.3 | 62 | -0.3% | 2.4% | -0.1% | i | 37.6 | -0.3% | 7.3% | 2.3% | 8.9% |
| CCCC(=O)N/C(N)=N/c1nc2ccccc2o1 | 0.0 | 57 | -0.4% | . | -1.6% | i | 20.3 | -5.5% | 4.0% | 4.6% | 13.9% |
| O=C(C1CCCN(C2CC(=O)N(c3ccc(F)cc3)C2=O)C1)N1CCCC1 (stereo not given) | 0.0 | 54 | -0.1% | -0.1% | 0.0% | i | 65.0 | -4.6% | 8.1% | -1.9% | 11.4% |
| COC(=O)c1ccc(NC(CC(C)C)C(=O)OC)c([N+](=O)[O-])c1 (stereo not given) | 4.8 | 29 | 1.2% | 2.1% | 2.3%[50 µM] | i | 54.9 | 8.8% | 6.9% | -4.5% | -1.5% |
| CC(C)=CCc1c(O)ccc2c1OC(c1ccc(O)c(O)c1)CC2=O (stereo not given) | 5.0 | 84 | -0.2% | . | -3.4% | i | 35.5 | -6.2% | 17.7% | 2.2% | 17.0% |
| O=C(Nc1nncs1)c1cccc(S(=O)(=O)N2CCCCC2)c1 | 0.3 | 65 | 0.9% | 3.2% | -0.3% | i | 27.5 | 1.1% | 0.5% | 0.7% | 2.5% |
| CC(=O)NCCc1ccc(C(=O)Cn2cnc3ccccc3c2=O)cc1 | 1.9 | 58 | 0.1% | 1.1% | 0.0% | i | 32.1 | -2.4% | 2.8% | -3.3% | 7.0% |
| C=CCn1c(N2CCCC2)nc2c1c(=O)n(C)c(=O)n2C | 0.0 | 57 | -1.1% | 0.7% | 0.2% | i | 42.7 | 6.1% | 11.9% | 2.9% | 0.4% |
| COC(=O)C1=NN(C(=O)c2cccc(Cl)c2)C(O)(C(C)(C)C)C1 (stereo not given) | . | . | 0.2% | 0.6% | 2.9% | i | 36.1 | -7.9% | 5.4% | -1.4% | 5.0% |
| CCOC(=O)CSc1nnc(NCC(=O)OC(C)C)c(=O)[nH]1 | 0.1 | 36 | 0.5% | 0.7% | -0.9% | i | 51.7 | -5.5% | 3.0% | 11.5% | 12.5% |
| Cn1nccc1C(=O)N/N=C/c1ccccc1[N+](=O)[O-] | -1.1 | 53 | 0.2% | . | 1.0% | i | 58.7 | -4.0% | 5.1% | -7.7% | 16.2% |
| O=C(Nc1cc(S(=O)(=O)N2CCOCC2)ccc1Cl)C1CCC1 | 0.8 | 46 | . | -0.9% | 1.4%[50 µM] | i | 43.2 | -5.1% | 7.4% | -5.1% | 11.5% |
| CN1CCN(S(=O)(=O)c2ccc(Oc3ccc(F)cc3Br)nc2)CC1 | -0.4 | 53 | 0.2% | -0.7% | 0.5% | i | 10.9 | -3.3% | 6.6% | -1.6% | 11.5% |
| O=C(N1CCN(S(=O)(=O)c2ccc(Cl)cc2)CC1)n1ccnc1 | 1.5 | 58 | . | . | 0.6%[50 µM] | i | 25.7 | . | 5.8% | -3.7% | . |
| O=C(CCNC(=O)c1ccc([N+](=O)[O-])cc1)Nc1ccccc1N1CCCCC1 | -0.1 | 50 | . | 3.7% | 0.2%[50 µM] | i | 36.3 | 1.3% | 10.4% | 1.5% | 4.6% |
| FC(F)(F)c1cccc(Cn2nnnc2-c2cc(Cl)cc(Cl)c2)c1 | 9.6 | 77 | 0.3% | 2.7% | 4.2% | i | 30.6 | -2.4% | -2.1% | -9.0% | 3.4% |
| CC(C)C(NC(=O)c1ccc(C(C)(C)C)cc1)C(=O)OCC(=O)NC(=O)Cc1ccccc1 (stereo not given) | -0.2 | 58 | -0.2% | 3.9% | 2.9% | i | 40.0 | 22.9% | 5.4% | -4.4% | -1.0% |
| COc1ccc(-c2ccc3c(c2)O/C(=C\c2ccsc2)C3=O)cn1 | 1.7 | 54 | . | . | 0.3% | i | 25.0 | . | 5.9% | 8.8% | . |
| COc1ccc(CCNC(=O)C(=O)c2cn(CC(=O)N3CCOCC3)c3ccccc23)cc1 | 0.5 | 74 | 0.3% | 0.6% | -0.1% | i | 37.8 | 9.6% | -4.5% | -9.2% | 5.9% |
| O=c1[nH]c(-c2ccc(Cl)cc2)nc(=S)[nH]1 | 3.4 | 36 | 0.0% | 0.9% | 1.0% | i | 42.2 | -15.5% | -3.4% | -0.8% | 20.3% |
| CCS(=O)(=O)N1CCCC(C(=O)NCCCOC)C1 (stereo not given) | -1.0 | 29 | 0.0% | 1.7% | 2.0% | i | 24.1 | -8.5% | 4.8% | 9.7% | 3.1% |
| CCC(=O)c1ccc(OCC(=O)Nc2ccccc2C(=O)NC2CC2)cc1 | 1.6 | 82 | . | 3.8% | 2.4%[50 µM] | i | 49.0 | . | 4.6% | 8.4% | . |
